proKLK7 act: activators of human kallikrein-7 zymogen. actives 0.9% (n = 370,000). purified proKLK7, EDANS-DABCYL substrate fluorescence; 100% is mature enzyme control, 0% vehicle. AID 652039. P49862. activation, % at 7 µM;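 active = activation above the mean of all tested compounds plus 3 SD, computed per campaign excluding outliers beyond control limits, cut at about 13% in these data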
Target sequence (P49862 whole entry, looked up): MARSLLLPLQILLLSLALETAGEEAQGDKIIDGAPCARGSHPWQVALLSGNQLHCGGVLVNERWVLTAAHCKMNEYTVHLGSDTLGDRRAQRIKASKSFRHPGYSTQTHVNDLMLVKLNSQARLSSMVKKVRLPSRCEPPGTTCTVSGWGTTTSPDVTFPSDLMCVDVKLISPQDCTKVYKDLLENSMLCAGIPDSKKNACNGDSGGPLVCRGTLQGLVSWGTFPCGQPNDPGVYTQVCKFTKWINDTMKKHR
ASAP1 inh: blocks human ASAP1-stimulated Arf1 GTP hydrolysis | actives 0.19% (n = 360,000) | GDP FP detection | AID 624377 | inhibition, % at 16.5 µM | Q9ULH1; in the data active = inhibition above about 25%;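 also: 0% = vehicle with enzyme and substrate and 100% = no enzyme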
Tn6 DDE FP: DD(E)-Tn6 binding inhibition, primary FP screen | P02675 | AID 720509 | inhibition, % at 8.3 µM | Fibrin DD(E) TRITC-Tn6 fluorescence polarization displacement | actives 0.21% (n = 370,000);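 active = inhibition above a per-campaign cutoff: mean of compounds within control limits plus 3 SD, cut at about 15% in these data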;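 also: 0% = median of all compound wells on the plate and 100% = blocking peptide control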
DDE Tn7 FP inh: disrupts Tn7 cyclic peptide binding to fibrin D-Dimer-E complex. P02675. FP displacement of FITC-Tn7 peptide from fibrin DD(E); 0% = median of compound wells per plate. inhibition, % at 8.3 µM. actives 0.13% (n = 370,000);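 active = inhibition above the mean of compounds falling within the control limits plus 3 SD of them, cut at about 14% in these data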;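 also: 0% = plate median of compound wells and 100% = 10 µM Aha-Tn7 peptide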
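Assay system: Fibrin-DD(E) protein isolated from polymerized human fibrin clots; read-out basis: percent inhibition; medium: Tris/NaCl/CaCl2 buffer, pH 7.8; signal: FP measurement; incubation: 10 min plus 3 h, room temperature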
ADAM10 inh: inhibits human ADAM10; O14672; recombinant ADAM10, EDANS/DABCYL FRET peptide cleavage, 3 h; inhibition, % at 7 µM; actives 0.62% (n = 370,000); AID 720582;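 active = inhibition above a per-campaign cutoff equal to the mean of compounds falling between control-based bounds plus 3 SD, cut at about 20% in these data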;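 also: 0% = DMSO wells while the 100% control is not disclosed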
Target sequence (O14672 214-748 limits assumed): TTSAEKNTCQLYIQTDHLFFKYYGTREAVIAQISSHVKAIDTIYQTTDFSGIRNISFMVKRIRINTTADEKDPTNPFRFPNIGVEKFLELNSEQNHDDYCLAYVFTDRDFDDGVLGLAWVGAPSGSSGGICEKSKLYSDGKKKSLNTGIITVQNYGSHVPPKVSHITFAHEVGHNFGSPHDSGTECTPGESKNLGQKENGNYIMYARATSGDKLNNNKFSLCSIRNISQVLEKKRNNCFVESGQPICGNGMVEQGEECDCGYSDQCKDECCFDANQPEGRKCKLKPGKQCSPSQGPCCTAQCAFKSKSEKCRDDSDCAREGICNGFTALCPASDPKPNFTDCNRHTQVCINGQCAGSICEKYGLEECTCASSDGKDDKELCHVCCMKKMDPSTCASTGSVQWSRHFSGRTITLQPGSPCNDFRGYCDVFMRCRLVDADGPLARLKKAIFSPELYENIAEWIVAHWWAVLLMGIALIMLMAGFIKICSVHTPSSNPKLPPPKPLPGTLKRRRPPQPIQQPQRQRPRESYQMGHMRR
TDP2 absorb: blocks human TDP2 phosphodiesterase activity. O95551. recombinant TDP2, T5PNP hydrolysis, p-nitrophenol absorbance 415 nm. inhibition, % at 12.8 µM. actives 0.34% (n = 370,000);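 active = inhibition above the mean of all tested compounds plus 3 SD, set per campaign, cut at about 25% in these data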;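 also: 0% = DMSO with enzyme and 100% = buffer with substrate but no TDP2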
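Test system: Human TDP2 enzyme | Reagent: 5 mM T5PNP | Compound dosing: 12.8 µM single point, 1% DMSO | Incubation: Enzyme reaction with compound for 2 h at 37 °C | Technique: p-Nitrophenol epi absorbance | Read-out: % inhibition relative to enzyme-containing and enzyme-free wells | Benchmarks: High control without enzyme, low control DMSO plus TDP2 | Replicates: Singlicate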
ADAM17 inh: inhibits human ADAM17; AID 720648; recombinant ADAM17, EDANS/DABCYL FRET peptide cleavage; actives 0.83% (n = 370,000); inhibition, % at 6.95 µM;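 active = inhibition above the mean of compounds lying between control limits plus 3 SD, set per campaign, cut at about 8.5% in these data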;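 also: 0% = DMSO-only wells as the low control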
LEDGF integ inh: blocks HIV-1 LEDGF/p75-dependent DNA integration | TR-FRET IN-LEDGF/p75 DNA integration, Eu/Cy5 | inhibition, % at 3.7 µM | actives 0.64% (n = 370,000) | AID 743269;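 active = inhibition above the screen-wide mean plus 3 SD, cut at about 13% in these data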;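 also: signal is the Cy5 over europium emission ratio at 671 and 618 nm; 0% = plate median of compound wells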
PLC-gamma1 inh: inhibitors of human phospholipase C gamma1. P19174. purified PLC-gamma1, fluorogenic substrate, fluorescence. inhibition, % at 12.2 µM. actives 0.84% (n = 370,000); in the data active = inhibition above about 9.5%
ARFGAP1 inhibitor: rat ARFGAP1 inhibition; Q62848; Arfgap1-stimulated ARF1 GTP hydrolysis, GDP FP detection; inhibition, % at 16.5 µM; actives 0.26% (n = 360,000);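 active = inhibition above a per-plate limit, mean inhibition of low control wells plus 3 SD, cut at about 25% in these data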;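 also: 0% = DMSO wells with enzyme and 100% = wells lacking Arfgap1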
Target sequence (Q62848 1-136 limits assumed): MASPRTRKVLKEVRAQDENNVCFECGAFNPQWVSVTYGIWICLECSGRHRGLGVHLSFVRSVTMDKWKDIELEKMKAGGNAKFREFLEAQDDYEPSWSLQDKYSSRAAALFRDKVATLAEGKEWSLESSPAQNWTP
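System: truncated rat Arfgap1 GAP domain / Medium: HEPES-based buffer, pH 7.5 / Also added: N-terminally truncated human ARF1-GTP substrate / Incubation: enzyme reaction 120 min at 25 °C after 20 min preincubation / Measured by: FP of antibody-bound GDP Alexa 633 tracer, ex 620/em 688 nm / Replicates: singlicate, each compound tested once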
Starred values were filed as active, the others as inactive.

How did O=C(Nc1nnc(C2CCCC2)s1)C1CCN(S(=O)(=O)c2ccc(Cl)cc2)CC1 do in these assays?
proKLK7 act: -0.2; ASAP1 inh: -7; Tn6 DDE FP: 4; DDE Tn7 FP inh: 5; ADAM10 inh: 11; TDP2 absorb: -8; ADAM17 inh: -3; LEDGF integ inh: -6; PLC-gamma1 inh: -2; ARFGAP1 inhibitor: -20

What do the screens show for `O=C(N/C=N/OCc1cccc(C(F)(F)F)c1)N1OC[C@@H]2COc3ccc4ccccc4c3[C@@H]21`?
proKLK7 act: -0.5; ASAP1 inh: 1; Tn6 DDE FP: 1; DDE Tn7 FP inh: 2; ADAM10 inh: -4; TDP2 absorb: 13; ADAM17 inh: -2; LEDGF integ inh: 1; PLC-gamma1 inh: 0; ARFGAP1 inhibitor: -1

How did COc1ccc(C(C(=O)NC2CCCCC2)N(CC2CCCO2)C(=O)CNC(=O)c2ccco2)cc1 (configuration not stated) do in these assays?
proKLK7 act: -0.1; ASAP1 inh: 4; Tn6 DDE FP: 5; DDE Tn7 FP inh: 2; ADAM10 inh: 0; TDP2 absorb: 3; ADAM17 inh: -3; LEDGF integ inh: -4; PLC-gamma1 inh: 4; ARFGAP1 inhibitor: -3

What do the screens show for `O=C(N/N=C/c1cccnc1)C12CC3CC(CC(C3)C1)C2`?
proKLK7 act: 0.3; ASAP1 inh: -6; Tn6 DDE FP: 11; DDE Tn7 FP inh: -1; ADAM10 inh: 2; TDP2 absorb: 10; ADAM17 inh: 1; LEDGF integ inh: 4; PLC-gamma1 inh: 0; ARFGAP1 inhibitor: 4

How did Cc1ccc(C(=O)/C=C/c2ccc(-c3ccccc3[N+](=O)[O-])o2)cc1 do in these assays?
proKLK7 act: 0.3; ASAP1 inh: -1; Tn6 DDE FP: 2; DDE Tn7 FP inh: 5; ADAM10 inh: 1; TDP2 absorb: 9; ADAM17 inh: -5; LEDGF integ inh: -4; PLC-gamma1 inh: -22; ARFGAP1 inhibitor: 3

How did CCCNC(=O)CSc1nc(Cc2ccccc2)nc2ccccc12 do in these assays?
proKLK7 act: -0.3; ASAP1 inh: 6; Tn6 DDE FP: -8; DDE Tn7 FP inh: 1; ADAM10 inh: 0; TDP2 absorb: -12; ADAM17 inh: 1; LEDGF integ inh: -3; PLC-gamma1 inh: 3; ARFGAP1 inhibitor: 14

How did OCC1(Cc2ccccc2)CCN(Cc2ccccn2)CC1 do in these assays?
proKLK7 act: -0.3; ASAP1 inh: 4; Tn6 DDE FP: 2; DDE Tn7 FP inh: 1; ADAM10 inh: -9; TDP2 absorb: 1; ADAM17 inh: -4; LEDGF integ inh: -3; PLC-gamma1 inh: -1; ARFGAP1 inhibitor: -2

What do the screens show for `O=C(c1ccccc1)c1sc(N2CCOCC2)nc1-c1ccccc1`?
proKLK7 act: 0.2; ASAP1 inh: 13; Tn6 DDE FP: -1; DDE Tn7 FP inh: -7; ADAM10 inh: -4; TDP2 absorb: -3; ADAM17 inh: 0; LEDGF integ inh: 3; PLC-gamma1 inh: -11; ARFGAP1 inhibitor: -10

Results for COc1ccc(OCc2nn3c(-c4ccccn4)nnc3s2)cc1 ?
proKLK7 act: -0.5; ASAP1 inh: 0; Tn6 DDE FP: -4; DDE Tn7 FP inh: -5; ADAM10 inh: 0; TDP2 absorb: 10; ADAM17 inh: -2; LEDGF integ inh: 3; PLC-gamma1 inh: -5; ARFGAP1 inhibitor: 0

Results for COc1ccc(NC(=O)/C(C#N)=C/c2ccc(OCc3ccccc3F)cc2)cc1 ?
proKLK7 act: 0.0; ASAP1 inh: -13; Tn6 DDE FP: 4; DDE Tn7 FP inh: 7; ADAM10 inh: 4; TDP2 absorb: 5; ADAM17 inh: -4; LEDGF integ inh: -1; PLC-gamma1 inh: 0; ARFGAP1 inhibitor: -13

What do the screens show for `COc1ccc(C)cc1N/C(N)=N/c1nc(C)cc(C)n1`?
proKLK7 act: -0.2; ASAP1 inh: 2; Tn6 DDE FP: 0; DDE Tn7 FP inh: 1; ADAM10 inh: 6; TDP2 absorb: -3; ADAM17 inh: -1; LEDGF integ inh: 0; PLC-gamma1 inh: 2; ARFGAP1 inhibitor: -7

What do the screens show for `COc1ccc(NC(=O)CC2C(=O)N(c3cccc(OC)c3)C(=O)N2CCC(C)C)cc1` (configuration not stated)?
proKLK7 act: 0.5; ASAP1 inh: 10; Tn6 DDE FP: -1; DDE Tn7 FP inh: 9; ADAM10 inh: -14; TDP2 absorb: 8; ADAM17 inh: -2; LEDGF integ inh: -4; PLC-gamma1 inh: 0; ARFGAP1 inhibitor: 2

How did O=C(O)C1C2C=CC(C2)C1C(=O)Nc1ccc(Cl)c(Cl)c1 (configuration not stated) do in these assays?
proKLK7 act: 0.0; ASAP1 inh: 3; Tn6 DDE FP: -1; DDE Tn7 FP inh: -3; ADAM10 inh: 6; TDP2 absorb: -18; ADAM17 inh: 4; LEDGF integ inh: -2; PLC-gamma1 inh: 5; ARFGAP1 inhibitor: 4

Results for C=CCn1c(SCC(=O)Nc2c(C)n(C)n(-c3ccccc3)c2=O)nnc1-c1cccnc1 ?
proKLK7 act: 0.2; ASAP1 inh: -1; Tn6 DDE FP: -5; DDE Tn7 FP inh: 7; ADAM10 inh: -1; TDP2 absorb: -11; ADAM17 inh: 4; LEDGF integ inh: 4; PLC-gamma1 inh: 5; ARFGAP1 inhibitor: -5

Results for COc1cccc(N2CCN(c3ccc4nnc(CCC(=O)Nc5ncccc5C)n4n3)CC2)c1 ?
proKLK7 act: 0.3; ASAP1 inh: 2; Tn6 DDE FP: -1; DDE Tn7 FP inh: -1; ADAM10 inh: 5; TDP2 absorb: 14; ADAM17 inh: -4; LEDGF integ inh: 0; PLC-gamma1 inh: -2; ARFGAP1 inhibitor: 8

Results for CC1CCC2(CC1)CCN(CCCOC(=O)Nc1cccc(C(F)(F)F)c1)C2=O (configuration not stated) ?
proKLK7 act: 0.3; Tn6 DDE FP: 0; DDE Tn7 FP inh: 3; ADAM10 inh: 11; TDP2 absorb: 3; ADAM17 inh: 3; LEDGF integ inh: 0; PLC-gamma1 inh: -2

How did CCOC(=O)CSc1nnc(CNc2ccc(Cl)cc2)n1Cc1ccccc1 do in these assays?
proKLK7 act: 1.0; ASAP1 inh: -10; Tn6 DDE FP: -2; DDE Tn7 FP inh: -4; ADAM10 inh: 4; TDP2 absorb: 1; ADAM17 inh: 0; LEDGF integ inh: -3; PLC-gamma1 inh: 1; ARFGAP1 inhibitor: 5

What do the screens show for `Cn1c(CNC(=O)c2ccco2)nnc1SCC(=O)N1c2ccccc2Sc2ccccc21`?
proKLK7 act: -0.1; ASAP1 inh: -5; Tn6 DDE FP: 6; DDE Tn7 FP inh: -2; ADAM10 inh: 3; TDP2 absorb: -3; ADAM17 inh: 0; LEDGF integ inh: -5; PLC-gamma1 inh: 1; ARFGAP1 inhibitor: -5

How did Cc1cccc(C)c1OCc1n[nH]c(=S)n1N do in these assays?
proKLK7 act: 0.0; ASAP1 inh: 8; Tn6 DDE FP: -6; DDE Tn7 FP inh: -6; ADAM10 inh: 5; TDP2 absorb: 6; ADAM17 inh: 6; LEDGF integ inh: -1; PLC-gamma1 inh: 0; ARFGAP1 inhibitor: 4

What do the screens show for `CCc1ccc(-c2cc(C)no2)cc1S(=O)(=O)Nc1cccc(CN2CCCC2)c1`?
proKLK7 act: -0.3; ASAP1 inh: 5; Tn6 DDE FP: 0; DDE Tn7 FP inh: 1; ADAM10 inh: -3; TDP2 absorb: 10; ADAM17 inh: -1; LEDGF integ inh: -2; PLC-gamma1 inh: 1; ARFGAP1 inhibitor: -3

3 compounds from above, ordered by molecular weight, rising:
What do the screens show for `COc1ccc(C)cc1N/C(N)=N/c1nc(C)cc(C)n1`?
proKLK7 act: -0.2; ASAP1 inh: 2; Tn6 DDE FP: 0; DDE Tn7 FP inh: 1; ADAM10 inh: 6; TDP2 absorb: -3; ADAM17 inh: -1; LEDGF integ inh: 0; PLC-gamma1 inh: 2; ARFGAP1 inhibitor: -7

How did CCCNC(=O)CSc1nc(Cc2ccccc2)nc2ccccc12 do in these assays?
proKLK7 act: -0.3; ASAP1 inh: 6; Tn6 DDE FP: -8; DDE Tn7 FP inh: 1; ADAM10 inh: 0; TDP2 absorb: -12; ADAM17 inh: 1; LEDGF integ inh: -3; PLC-gamma1 inh: 3; ARFGAP1 inhibitor: 14

Results for CC1CCC2(CC1)CCN(CCCOC(=O)Nc1cccc(C(F)(F)F)c1)C2=O (configuration not stated) ?
proKLK7 act: 0.3; Tn6 DDE FP: 0; DDE Tn7 FP inh: 3; ADAM10 inh: 11; TDP2 absorb: 3; ADAM17 inh: 3; LEDGF integ inh: 0; PLC-gamma1 inh: -2

The list continues:
What do the screens show for `COCCCNC(=O)c1ccc(N(C)S(=O)(=O)c2ccc(OC)cc2)cc1`?
proKLK7 act: 0.7; ASAP1 inh: -11; Tn6 DDE FP: 4; DDE Tn7 FP inh: 1; ADAM10 inh: 2; TDP2 absorb: 5; ADAM17 inh: -2; LEDGF integ inh: 1; PLC-gamma1 inh: 2; ARFGAP1 inhibitor: -7

What do the screens show for `CCCCCCCCN1C(=O)[C@H](CC(=O)NCCCN2CCCC2=O)C[C@@]2(C(=O)OC)CCCCC=C12`?
proKLK7 act: 0.9; ASAP1 inh: 7; Tn6 DDE FP: 5; DDE Tn7 FP inh: -5; ADAM10 inh: -1; TDP2 absorb: 6; ADAM17 inh: -2; LEDGF integ inh: -1; PLC-gamma1 inh: 0; ARFGAP1 inhibitor: 7

How did COC(=O)c1ccc(C=NNC(=O)c2cc(-c3ccc(C)c(C)c3)n[nH]2)cc1 do in these assays?
proKLK7 act: -0.1; Tn6 DDE FP: 5; DDE Tn7 FP inh: -2; ADAM10 inh: 4; TDP2 absorb: 7; ADAM17 inh: 3; LEDGF integ inh: 4; PLC-gamma1 inh: 5

Results for COCCNC(=O)c1ccc2c(=O)n(Cc3ccco3)c(SCC(=O)NC3CCCCC3)nc2c1 ?
proKLK7 act: 0.0; ASAP1 inh: 15; Tn6 DDE FP: -6; DDE Tn7 FP inh: 7; ADAM10 inh: -6; TDP2 absorb: -7; ADAM17 inh: -3; LEDGF integ inh: 0; PLC-gamma1 inh: -1; ARFGAP1 inhibitor: 20

What do the screens show for `O=C1c2cccc3c(O)ccc(c23)C(=O)N1Cc1ccco1`?
proKLK7 act: 1.1; ASAP1 inh: 2; Tn6 DDE FP: 12; DDE Tn7 FP inh: 56*; ADAM10 inh: -15; TDP2 absorb: 0; ADAM17 inh: -2; LEDGF integ inh: 7; PLC-gamma1 inh: -234; ARFGAP1 inhibitor: -8

The order is random. About 4.2% of those tested had a hit in this group.
